Source: PubChem (The Scripps Research Institute Molecular Screening Center)
TAAR1 agonist: human TAAR1 agonism | activation, % at 3 µM | 360,000 compounds, 0.99% hits | Q96RJ0 | CHO RD-HGA16 TAAR1, Fluo-8 calcium fluorescence; vehicle wells 0%, saturating PEA agonist 100%;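 active = activation above the mean activation of all test compounds in the run plus 3 SD, cut at about 38% in these data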
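System: CHO-derived RD-HGA16 cells with stable Gα16 and human TAAR1. Times: 17-24 h plating, Fluo-8 75 min 37 °C, 30 min RT. Measured by: calcium-sensitive Fluo-8 signal, excitation 470-495, emission 515-575 nm. Read-out basis: % activation relative to PEA EC100 response. Control set: DMSO and PEA EC100. Repeats: no replicates (n 1).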
CHRM5 antagonist: antagonists of human muscarinic M5 receptor (CHRM5); P08912; CHO-hM5 cells, Fluo-8 calcium fluorescence, ACh EC80; inhibition, % at 3 µM; 360,000 compounds, 0.59% hits; AID 624040;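 active = inhibition above a per-plate cutoff, the mean of that plate's test compounds plus 3 SD, cut at about 27% in these data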;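 also: 0% = acetylcholine EC80 with DMSO and 100% = DMSO without agonist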
CHRM5 PAM: CHRM5 positive allosteric modulation; CHO-K1 hM5, Fluo-8 calcium, ACh EC20 PAM; 0% = ACh EC20, 100% = ACh EC100; activation, % at 3 µM; 360,000 compounds, 0.3% hits; AID 624038;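 active = activation above the run cutoff, the mean activation of all test compounds plus 3 SD, cut at about 18% in these data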
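system = human M5 receptor in CHO-K1 cells | reagent = EC20 acetylcholine as agonist stimulus | compound dosing = single-point, 3 µM nominal | incubation = Fluo-8 loading 80 min at 37 °C plus 30 min room temperature | detection = Fluo-8 calcium dye fluorescence, kinetic read | benchmarks = low control EC20 acetylcholine (0%), high control EC100 acetylcholine (100%)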
CHRM4 agonist: CHRM4 agonism in calcium assay. P08173. CHO-K1 hM4/Gqi5, Fluo-8 calcium fluorescence; vehicle 0%, full acetylcholine response 100%. activation, % at 3 µM. 360,000 compounds, 0.14% hits. AID 624127;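 active = activation above the run mean over all test wells plus 3 SD, cut at about 32% in these data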;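 also: peak over basal fluorescence ratio per well then scaled between controls; 0% = DMSO wells and 100% = acetylcholine at EC100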
CHRM1 antagonist: human CHRM1 antagonism | 360,000 compounds, 1.3% hits | CHO-K1 hM1, Fluo-8 calcium fluorescence, ACh EC80 antagonist | inhibition, % at 3 µM;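 active = percent inhibition above its own plate's cutoff, namely the mean of that plate's compound wells plus 3 SD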;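 also: peak over basal fluorescence ratio during 140 s after agonist addition; 0% = ACh EC80 plus DMSO and 100% = DMSO alone without agonist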
Target sequence (P11229 whole entry, looked up): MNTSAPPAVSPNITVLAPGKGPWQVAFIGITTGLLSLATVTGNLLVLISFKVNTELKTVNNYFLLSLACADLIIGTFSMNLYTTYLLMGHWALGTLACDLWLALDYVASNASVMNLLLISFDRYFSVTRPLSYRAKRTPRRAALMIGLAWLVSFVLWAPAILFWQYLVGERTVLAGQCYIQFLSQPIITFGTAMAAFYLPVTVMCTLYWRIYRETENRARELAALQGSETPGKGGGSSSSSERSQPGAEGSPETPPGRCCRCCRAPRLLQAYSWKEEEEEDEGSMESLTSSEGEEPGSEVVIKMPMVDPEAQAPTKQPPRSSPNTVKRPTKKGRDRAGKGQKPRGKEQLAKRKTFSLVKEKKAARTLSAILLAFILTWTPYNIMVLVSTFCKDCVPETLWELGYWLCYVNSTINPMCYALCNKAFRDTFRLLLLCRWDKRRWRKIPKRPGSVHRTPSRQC
M1 PAM: potentiates human M1 receptor response to acetylcholine. AID 588819. activation, % at 3 µM. CHO-K1 hM1, Fluo-8 calcium fluorescence, ACh EC20; 0% = ACh EC20, 100% = maximal ACh. 360,000 compounds, 0.088% hits; in the data active = activation above about 19%, passing the limit was not always enough
CHRM4 antagonist: blocks acetylcholine activation of human M4 receptor. 360,000 compounds, 0.73% hits. CHO-hM4 cells, ACh EC80, Fluo-8 calcium fluorescence. inhibition, % at 3 µM. AID 624125. P08173;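 active = inhibition above its plate's cutoff, the mean inhibition of sample wells plus 3 SD, cut at about 27% in these data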;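 also: 0% = acetylcholine EC80 with DMSO and 100% = DMSO without agonist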
M5 ag: agonists of human muscarinic M5 receptor (CHRM5). P08912. CHO-K1 hM5 cells, Fluo-8 calcium fluorescence; 0% DMSO wells, 100% maximal acetylcholine response. AID 624037. activation, % at 3 µM. 360,000 compounds, 0.19% hits;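 active = activation above the run's mean over test compounds plus 3 SD, cut at about 23% in these data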;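 also: signal is peak over basal fluorescence ratio across the kinetic read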
M1 ag: agonists of human M1 muscarinic receptor; activation, % at 3 µM; P11229; CHO-K1 hM1, Fluo-8 calcium fluorescence, agonist mode; 0% DMSO, 100% acetylcholine EC100; 360,000 compounds, 0.33% hits;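 active = activation above the run's mean compound activation plus 3 SD, cut at about 16% in these data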;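 also: peak over basal fluorescence ratio within a 140 s kinetic read after compound addition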
* = called active by the depositor; nt = not tested or not shown. A portion of the library, so the mix of outcomes need not match the whole.

# | Structure | TAAR1 agonist | CHRM5 antagonist | CHRM5 PAM | CHRM4 agonist | CHRM1 antagonist
1 | O=C(O)c1cccc(S(=O)(=O)Nc2ccccc2C(=O)NCCc2ccccc2)c1 | 1 | -12 | 11 | 2 | -10
2 | COc1ccccc1C(=O)NCC(=O)OCC(=O)c1ccc(Cl)s1 | 0 | -2 | -5 | 1 | -11
3 | CCOC(=O)C1(Cc2cccc(OC)c2)CCN(Cc2ccc(OC)c(O)c2)CC1 | 4 | 6 | 2 | 7 | 13
4 | CNC[C@H]1OCc2cnnn2CCCC(=O)N([C@H](C)CO)C[C@@H]1C | 1 | 2 | -2 | 3 | -32
5 | CCOP(=O)(OCC)C(NC(=O)Nc1ccc(Cl)cc1)C(N)=O (stereo not drawn) | 6 | 6 | -2 | 1 | -2
6 | Cc1cccc(-c2cc3nc(-c4ccccc4)cc(=O)n3[nH]2)c1 | 7 | 2 | -2 | 5 | -11
7 | CCN(Cc1ccccc1)C(=O)COC(=O)Cn1cnc2ccccc21 | 3 | -7 | 7 | 10 | -6
8 | O=C(CCCO)CCCCCCCCC[C@H]1N[C@H](CO)[C@@H](O)[C@@H]1O | 3 | 6 | 9 | 2 | 13
9 | CC1(C)NC(=O)N(CC(=O)OCC(=O)Nc2cc(S(=O)(=O)N3CCCCCC3)ccc2Cl)C1=O | 7 | 1 | -10 | 7 | 6
10 | CCC(Cc1ccccc1)OC(=O)c1ccccc1C(=O)O (stereo not drawn) | 5 | 9 | 2 | 0 | -1
11 | COCCNC(=O)Cn1ccc2cc(S(=O)(=O)N3CCCCCC3)ccc21 | 2 | 0 | 2 | 2 | -12
12 | Cc1ccc(NC(=O)CSCC(=O)N2c3ccccc3CCc3ccccc32)cc1 | 3 | -9 | 6 | 1 | 9

# | M1 PAM | CHRM4 antagonist | M5 ag | M1 ag
1 | 18 | -11 | -3 | -1
2 | 5 | -4 | -1 | -2
3 | -1 | -7 | -2 | -5
4 | 3 | 3 | 1 | 0
5 | -4 | 1 | -1 | -5
6 | 12 | -3 | 0 | 3
7 | 6 | -6 | 12 | -1
8 | -6 | 4 | 3 | -5
9 | -8 | -1 | 0 | -2
10 | 0 | 2 | -1 | -3
11 | 9 | 0 | -1 | -1
12 | 0 | 3 | -5 | -7

# | Structure | TAAR1 agonist | CHRM5 antagonist | CHRM5 PAM | CHRM4 agonist | CHRM1 antagonist
13 | COc1ccc(OCCn2c(C)c(/C=N/n3cnnc3)c3ccccc32)cc1 | nt | 1 | -2 | 8 | 1
14 | COc1ccccc1Oc1ccc(S(=O)(=O)NCc2ccccn2)cc1 | 4 | 14 | -11 | 9 | 15
15 | CS(=O)(=O)N1CCN(C(=O)c2ccncc2)CC1 | 0 | -1 | 1 | 1 | -12
16 | Cc1c(C)c2cc(Cl)c(OC(C)C(=O)NCCN3CCOCC3)cc2oc1=O (stereo not drawn) | 6 | 2 | 3 | 2 | -7
17 | Cc1nnc(NC(=O)CSc2nnc(C)n2Cc2ccccc2)s1 | -1 | -6 | -2 | 0 | -4
18 | O=C(CSc1nc(O)cc(=O)n1C1CCCC1)Nc1cccc(Cl)c1Cl | -1 | 6 | 2 | 1 | -13
19 | Cc1ccc(-n2ncc3c2CC(C)(C)CC3NC(=O)CCCN2CCCC2=O)cc1 (stereo not drawn) | -1 | 7 | -5 | -1 | 17
20 | Cc1cccc(Nc2nnc(SCc3cn4ccsc4n3)s2)c1 | 6 | 1 | -5 | 3 | -20
21 | Cc1cc2ncc(-c3ccccc3)nc2cc1C | 7 | 3 | 5 | -1 | -6
22 | O=C(Nc1nc(-c2ccc(F)c(F)c2)cs1)c1ccc(OCC2CCCO2)cc1 (stereo not drawn) | 7 | -6 | -3 | 2 | -3
23 | Nc1c(N2CCCC2)c2ccccc2oc1=O | 0 | 9 | 3 | 1 | -2
24 | Cn1c(=O)c2sccc2n2c(CCCC(=O)NC3CCN(Cc4ccccc4)CC3)nnc12 | 0 | 5 | 1 | 2 | 12

# | M1 PAM | CHRM4 antagonist | M5 ag | M1 ag
13 | -2 | 2 | -3 | -4
14 | -5 | 9 | 2 | -2
15 | 6 | 7 | -2 | -2
16 | 3 | -3 | -3 | -2
17 | 6 | 0 | -2 | -2
18 | 5 | -11 | -3 | -3
19 | -6 | 10 | -3 | -4
20 | -3 | -1 | -4 | -3
21 | 4 | -7 | -1 | -4
22 | 3 | 1 | 0 | -6
23 | 12 | -3 | -2 | -11
24 | -7 | -5 | -6 | -6

# | Structure | TAAR1 agonist | CHRM5 antagonist | CHRM5 PAM | CHRM4 agonist | CHRM1 antagonist
25 | COc1ccc2c(c1OC)C[N+]1([O-])CCc3cc4c(cc3C1C2)OCO4 (stereo not drawn) | 9 | 7 | 2 | 1 | 3
26 | Cc1ccc(CSc2nnc(CCCCCNC(=O)OC(C)(C)C)o2)cc1 | 17 | 14 | -11 | 7 | 0
27 | O=C(c1ccccc1F)N1CCN(c2ccc([N+](=O)[O-])cc2-n2cccc2)CC1 | 10 | 9 | -9 | 1 | 6
28 | CCOc1ccccc1Nc1nc(N)nc(Cl)c1CC | -2 | 12 | 5 | 0 | -14

# | M1 PAM | CHRM4 antagonist | M5 ag | M1 ag
25 | 6 | 6 | 4 | -4
26 | -5 | 0 | -2 | -1
27 | -2 | 11 | 2 | -3
28 | 9 | -1 | -1 | -4
